Source: PubChem BioAssay (Vanderbilt High Throughput Screening Facility)
Cav32 inh: inhibitors of human Cav3.2 T-type calcium channel. 100,000 tested, 4% active. B-score at 10 µM. Cav3.2-expressing cells, Fluo-4 calcium fluorescence FDSS; hits give low values;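 active = single-dose well whose peak fluorescence ratio is a statistical outlier from its plate by either plate-standardised score or position-corrected B-score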
* hit, by the source's call.

SMILES,Cav32 inh
COc1cc2c(c(O)c1OC)C(=O)C(OC)CCC2 (stereo unspecified),2.39
Cc1c(C(=O)NCC2CCCO2)sc2nc(-c3ccccc3)cn12 (stereo unspecified),0.641
O=S(=O)(NC1CCCCCC1)c1ccc(Br)s1,-4.89*
COc1ccc(CCNC(=O)Cn2c(=O)n(Cc3ccco3)c(=O)c3ccc(Cl)cc32)cc1OC,-0.173
CCC1S/C(=C(\C#N)C(N)=O)N(c2ccc(F)cc2)C1=O (stereo unspecified),0.0539
O=C1CN=C(Nc2ccccc2Cl)N1c1ccccc1,0.0182
CCC(=O)N(Cc1ccc(C)cc1)Cc1cc2cc3c(cc2[nH]c1=O)OCO3,-1.21
COc1cc(C2OCC3C(c4ccc(OC5OC(CO)C(O)C(O)C5O)c(OC)c4)OCC23)ccc1O (stereo unspecified),-0.214
COc1cc(SC#N)ccc1N=Cc1c(C)[nH]n(-c2cccc3ccccc23)c1=O,-0.225
COc1ccc(N(C(C)=O)S(=O)(=O)c2cccs2)cc1,-0.012
Cc1oc(-c2ccc(Cl)cc2)nc1CN1CCCC(C(=O)NCc2ccco2)C1 (stereo unspecified),-2.6
CCCCN1CCCCC1C(=O)Nc1c(C)cc(C)cc1C (stereo unspecified),0.3
O=C(CSc1ccc(Cl)cc1)Nc1ccc(N2CCN(C(=O)c3ccc(Cl)cc3)CC2)cc1,-3.28
S=c1[nH]nc(COc2ccccc2)n1C1CCCCC1,0.0591
CCOC(=O)c1ccc(N2Cc3ccccc3C2=N)cc1,0.462
O=C(NCCc1ccccc1)c1c(O)c2cccc3c2n(c1=O)CC3,0.708
CCO[C@@H]1OC(C(=O)N2CCN(Cc3ccc4c(c3)OCO4)CC2)=C[C@H](C2CC2)[C@H]1CCCO,0.393
COC(=O)Cc1ccc2c3ccccc3n(C)c2c1,-0.579
c1ccc(CC2CCN(c3nc4ccccc4n4cnnc34)CC2)cc1,-2.21
COc1cc(NC(=O)CCCC(=O)OCC(F)(F)C(F)F)nc(OC)n1,0.717

Some of these compounds in order of molar mass, descending.
SMILES,Cav32 inh
COc1cc(SC#N)ccc1N=Cc1c(C)[nH]n(-c2cccc3ccccc23)c1=O,-0.225
c1ccc(CC2CCN(c3nc4ccccc4n4cnnc34)CC2)cc1,-2.21
O=C(NCCc1ccccc1)c1c(O)c2cccc3c2n(c1=O)CC3,0.708
S=c1[nH]nc(COc2ccccc2)n1C1CCCCC1,0.0591
O=C1CN=C(Nc2ccccc2Cl)N1c1ccccc1,0.0182

Remaining list, next part
SMILES,Cav32 inh
NC(=O)CC(NC(=O)c1ccc(Br)cc1)c1ccc(N2CCN(c3ccccn3)CC2)c([N+](=O)[O-])c1 (stereo unspecified),-2.05
N#Cc1cc(-c2ccccc2)oc1/N=C/c1ccccc1O,0.149
S=c1[nH]nc(-c2ccccc2Cl)n1CC1CCCO1 (stereo unspecified),1.33
CCOc1ccc(NC(=O)CCN2CCN(c3ccccc3)CC2)cc1,0.234
Cc1noc(/C=C/N(C)C)c1S(=O)(=O)N1CCCC(C(=O)NCc2ccco2)C1 (stereo unspecified),1.04
COC(=O)C1=C(C)NC(C)=C(C(=O)OC)C1c1cc2ccc(C)cc2[nH]c1=O,-0.234
O=C1CCN(C(=O)Nc2ccccc2)N1,0.976
CCOC(=O)c1ccc(NC(=O)CSc2nnc(C)n2-c2ccccc2)cc1,-1.03
O=C(c1ccc2c(c1)OCO2)N(CC1CCCO1)C1(C(=O)NC2CCCCC2)CCCCC1 (stereo unspecified),-3.11
CN(C)C(=O)N1CCN(C(=O)N(C)C)CC1,1.14
O=C(CN1CCOCC1)NCCNC(=O)CN1CCOCC1,-0.899
CC1CCCC(C)N1C(=O)Cn1c(SCC(=O)Nc2ccc3c(c2)OCO3)nc2ccccc21 (stereo unspecified),-0.162
CCOC(=O)CSc1ncnc2c1cnn2-c1ccccc1,0.0351
CCOC(=O)N1CCN(C(=O)CN(C2CCCCC2)S(=O)(=O)c2ccc(Cl)cc2)CC1,-1.07
Cc1cccc(C(C)C)c1NC(=O)CSc1nncn1C,-0.204
Cc1ccc(OCCn2c(C3CC(=O)N(Cc4ccccc4)C3)nc3ccccc32)cc1 (stereo unspecified),-7.32*
CCc1cccc(CC)c1-n1c(SCc2cc(=O)n3ccsc3n2)nnc1-c1cccnc1,0.046
CCOc1cc(NC(=O)c2ccco2)c(OCC)cc1NC(=O)CCc1ccccc1OC,0.00227
NCCc1nnc(SCC(N)=O)o1,-0.069
O=Nc1c2nc3ccccc3n(O)c-2c2ccccc12,-0.579
Cc1ccc(S(=O)(=O)Nc2cc(C(=O)O)ccc2N2CCCCC2)cc1,-0.442
Cc1ccc(S(=O)(=O)Cc2ccc(C(=O)N3CCN(c4ccccn4)CC3)o2)cc1,-1.44
CC1Cc2ccccc2N1C(=O)c1ccc2snnc2c1 (stereo unspecified),0.811
Nn1c(SCC(=O)NC2CCCc3ccccc32)nnc1-c1cccs1 (stereo unspecified),0.257
CC1Cc2ccccc2N1C(=O)COC(=O)c1ccc(S(=O)(=O)N(C)C)cc1 (stereo unspecified),0.367
O=C1CC(N2CCN(C/C=C/c3ccccc3)CC2)C(=O)N1Cc1ccc(N2CCCC2=O)cc1 (stereo unspecified),0.7
O=C(Nc1nnc(C2CC2)s1)c1cccc(S(=O)(=O)N2CC(c3ccccc3)CC2=O)c1 (stereo unspecified),-0.699
CCNC(=S)NNC(=O)c1cc(-c2cccc(OCC)c2)nc2ccccc12,-1.55
COC(=O)c1cn[nH]c1NC(=S)Nc1ccc(C)cc1Cl,0.0685
CCOc1ccccc1N1CCN(S(=O)(=O)c2cccs2)CC1,-1.85
COc1ccccc1NC(=O)c1ccc(NC(=O)CSc2nnnn2C)cc1,0.742
CCOC(=O)CN(C(=O)CN1CCOCC1)c1ccc(Br)cc1,0.348
CC(C)c1c(C#N)c(N)nc(SCC(=O)c2cc3ccccc3oc2=O)c1C#N,-0.648
C=CCn1c(Br)nc2c1c(=O)n(C)c(=O)n2C,0.107
CCOc1ccc(NC(=O)Cc2c(O)c3ccccc3[nH]c2=O)cc1,-0.89
CCOC(=O)c1c(C)oc(NC(=O)COc2ccc(Cl)cc2C)c1C#N,-3.29
COc1cc(N2CN=c3s/c(=C\c4ccccn4)c(=O)n3C2)cc(OC)c1OC,-1.19
CCCOc1ccc(Cn2cnc3ccccc32)cc1,0.0569
Cc1snc(SCC(=O)N/N=C(\N)COc2ccc(F)cc2)c1C#N,0.0231
O=c1cc(O)nc(SCc2ccccc2)n1-c1ccc(F)cc1,-0.0254
CCOC(=O)C(C(=O)OCC)N(C#N)c1nc(SC)nc(N(C)C)n1,-1.42
CNS(=O)(=O)c1cccc2cccnc12,0.296
O=C(O)[C@H]1CCCC[C@H]1C(=O)NCCNC(=O)[C@@H]1CCCC[C@@H]1C(=O)O,0.84
CSc1nc2nc(C(F)(F)F)cc(-c3ccccc3)n2n1,0.913
COc1ccc(C2(O)CCN(C(=O)NC3CCCCC3)CC2)cc1,-0.0153
CCN1C(=O)CSc2ccc(C(=O)NCCCN3CCOCC3)cc21,1.41
COC(=O)c1c(NC(=O)CSc2ncnc3c2cnn3-c2ccccc2Cl)sc2c1CCCC2,-1.65
CCC1CCCCN1C(=O)N[C@@H](CCSC)C(=O)OC (stereo partly specified),-0.535
COC(=O)c1cn(NC(=O)c2cc(OC)c(OC)c(OC)c2)c(=O)c2ccccc12,0.751
Cc1cccc(N(CC(=O)NCc2ccccc2)C(=O)Cn2nnc(-c3ccc(C)o3)n2)c1,-2.58
CCOC(=O)C1CN(S(=O)(=O)c2ccccc2)c2cc(S(=O)(=O)CC)ccc2O1 (stereo unspecified),1.58
O=C(NC(=S)Nc1ccc(Oc2ccccc2)cc1)c1ccc(Cl)cc1,-2.11
Cc1cccc(-c2nc(CS(=O)CC(=O)NCCCSC3CCCCC3)c(C)o2)c1 (stereo unspecified),-7.13*
COc1ccc(N2CCN(C(=O)CNC(=O)Cn3c(C)cc4ccccc4c3=O)CC2)cc1,0.562
Cc1cc(N2CCN(C)CC2)nc2ccc(NC(=O)CCC(=O)NCc3ccco3)cc12,0.6
Cc1ccc(-c2noc(CCCC(=O)Nc3cccnc3)n2)cc1,0.979
Cc1[nH]c2ccccc2c1C(=O)CN1CCCCC1C (stereo unspecified),-0.588
Nc1c(Cl)cc(-c2csc(NC(CO)c3nc4ccccc4n3CCOCCO)n2)cc1Cl (stereo unspecified),0.0616
Cn1c(Cc2ccccc2)nnc1SCC(=O)c1ccc(Br)s1,-0.658
COc1ccc(OC)c(NC(=O)Nc2ccccc2C)c1,0.133

Continuation.
SMILES,Cav32 inh
COc1ccc(C(=O)Nc2cccc(C(=O)N3CCN(C)CC3)c2)cc1,0.0276
CCCCc1c(O)nc(SCC(=O)N2CCOCC2)[nH]c1=O,0.359
COc1ccc(CCC(=O)N2CCN(C3CCCCC3)CC2)cc1,0.494
O=C(O)c1ccc(S(=O)(=O)c2ccccc2)cc1,-0.024
O=C(Cc1ccccc1)NCCCc1ccccc1,0.0285
O=C(O)c1ccc(N2Cc3ccccc3C2)cc1O,-0.606
Cc1ccc(SCC(=O)N2CCOCC2)cc1,0.286
O=C(Nc1ccccc1Cl)NC1(C(=O)NCCCN2CCOCC2)CCCCC1,-0.987
O=C(Cn1cc(/C=N/NC(=O)c2cccc(C(F)(F)F)c2)c2ccccc21)Nc1ccc(F)cc1,-1.56
CCO[C@H]1OC(C(=O)NC2CC2)=C[C@@H](C2CCCCC2)[C@@H]1CCCO,1.01
N#Cc1nc(-c2cccs2)oc1NCc1ccccc1,-3.15
COC(=O)c1cc(OC)c(OC)cc1NC(=S)N1CCC(C(N)=O)CC1,0.0028
O=C1C2C3C=CC(C3)C2C(=O)N1c1n[nH]c(-c2ccccc2)n1 (stereo unspecified),0.942
Cc1cc(OC(=O)c2ccccc2)n(CCC#N)n1,0.00108
COc1cc(S(=O)(=O)N2CCN(Cc3ccccc3)CC2)ccc1Br,-2.02
COc1ccc(S(=O)(=O)NCCSC(C)(C)C)cc1Cl,-2.86
O=C1CC(N2CCOCC2)C(=O)N1c1cc(Cl)cc(Cl)c1 (stereo unspecified),0.0277
CN(C(=O)c1ccncc1)c1nnc(-c2ccncc2)s1,2.69
COC(=O)CN1C(=O)Nc2ccc(Br)cc2C1c1ccccc1 (stereo unspecified),-2.48
COc1ccc(CNC(=O)c2cc(C3CC3)on2)cc1,-0.803

Three compounds from above, arranged by the value under Cav32 inh, ascending.
Structure | Cav32 inh
Cc1cc(OC(=O)c2ccccc2)n(CCC#N)n1 | 0.00108
Cc1ccc(SCC(=O)N2CCOCC2)cc1 | 0.286
O=C1C2C3C=CC(C3)C2C(=O)N1c1n[nH]c(-c2ccccc2)n1 (stereo unspecified) | 0.942

The list continues:
SMILES,Cav32 inh
CC(=O)OC(C(=O)NC1CCCCC1)c1ccncc1 (stereo unspecified),0.00735
O=C(c1ccc(Cl)cc1)c1ccc(OCC(=O)N2CCOCC2)cc1,0.0299
COc1ccccc1Nc1nnc(SCC(=O)c2cc(C)n(CC3CCCO3)c2C)s1 (stereo unspecified),-2.91
N#Cc1cn(-c2ccccc2)nc1-c1ccco1,-0.2
CCc1nc(SCC(=O)c2cccs2)c2oc3ccccc3c2n1,-0.566
Cc1cc(N(C)C)nc(SC(C)C)n1,0.237
CCOC(=O)c1c(NC(C)=O)sc2c(OC)cccc12,-0.0208
CCOc1cc(C)c(C(C)C)cc1S(=O)(=O)N1CC(C)OC(C)C1 (stereo unspecified),-2.57
CCOc1ccc(-c2cn[nH]c2N)cc1,0.823
COc1ccc(C)cc1-n1nnnc1SCc1cc(=O)n2cc(C)ccc2n1,-0.00758
COc1c2ccoc2c(OC[C@@H](O)C(C)(C)OC)c2oc(=O)ccc12,0.347
COc1ccc(N2CCN(C(c3cc(OC)ccc3OC)c3nnnn3CC3CCCO3)CC2)cc1 (stereo unspecified),-0.327
COc1cccc(Oc2cnc(N)nc2-c2ccc(OC)cc2O)c1,-3.95
CC(C)CCOc1ccc(C(CC(N)=O)C(=O)O)cc1 (stereo unspecified),-0.329
CC(C)C(CCNC(=O)CC(Cc1ccccc1)c1ccco1)c1ccco1 (stereo unspecified),-6.77*
COc1ccc(/C=N/NC(=O)Cc2csc(Nc3cccc(C(F)(F)F)c3)n2)cc1C,-3.94*
O=C(NC1(C(F)(F)F)N=C2SCCN2C1=O)c1ccccc1 (stereo unspecified),-0.643
C=CCOC(=O)C1=C[C@@H](c2csc3ccccc23)C[C@@H](OCc2ccc(CO)cc2)O1,-0.007
CCc1ccc(CNC(=O)C2CCC(=O)N2C2CCCCC2)cc1 (stereo unspecified),0.186
CCOc1cccc(C2C(C(=O)c3ccc(C)o3)=C(O)C(=O)N2Cc2ccncc2)c1 (stereo unspecified),-0.359
COc1ccccc1Oc1coc2cc(OC(=O)N3CCOCC3)ccc2c1=O,0.192
CN1CCCN(S(=O)(=O)c2ccc3c(c2)OCCO3)CC1,0.515
CC1(C)CC(=O)C2=C(C1)N=C1c3ccccc3C(=O)C1C2c1ccc(Cl)cc1 (stereo unspecified),-2.99
CCN(CC)C(=O)COc1ccc(CC(=O)O)cc1OC,1.13
CCOC(=O)c1cc2occc2n1CC(=O)N1CCOCC1,1.26
NC(=O)c1ccc(NC(=O)CCCN2C(=O)c3ccccc3C2=O)cc1,0.735
O=C(Cc1ccc(Cl)c(Cl)c1)OCC(=O)c1ccc[nH]1,-3.06
CSc1ccc(S(=O)(=O)NCc2ccc(Cl)cc2)cc1,-1.35
C=CCOC(=O)C1=C[C@H](c2coc3ccccc3c2=O)C[C@H](OCc2ccc(CO)cc2)O1,-0.522

Some of the compounds tested (hit frequency here may not be typical).
